# PAFAH1B3 FP inh – PAFAH1B3 enzyme inhibitors, primary screen, biochemical, fluorescence polarization, human; recombinant PAFAH1B3, FP-rhodamine probe; hit rate 0.28% among 340,000; AID 492972, 2010; inhibition, % at 3.39 µM;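 active = inhibition above the screen-wide average of all tested compounds plus 3 SD, cut at about 25% in these data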;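 note: 0% = enzyme with DMSO only and 100% = wells lacking PAFAH1B3 protein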
# PREPL inhibitor – PREPL enzyme inhibitors, primary screen, biochemical, fluorescence polarization. Prolyl endopeptidase-like (Homo sapiens), Q4J6C6. recombinant PREPL, fluorescence polarization activity-based probe. inhibition, % at 5.96 µM. hit rate 0.68% among 320,000. AID 2751, 2010; in the data active = inhibition above about 43%;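 note: 0% = enzyme with DMSO and 100% = wells lacking enzyme; many of its hits are not listed in these tables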
# PAD4 inh – human PAD4 inhibitors, primary screen, biochemical, fluorescence polarization, 1536-well format. Protein-arginine deiminase type-4 (Homo sapiens), Q9UM07. recombinant PAD4, RCA probe fluorescence polarization. inhibition, % at 6.36 µM. hit rate 0.41% among 330,000. AID 485272, 2010;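 active = percent inhibition above a cutoff equal to the mean of all tested compounds plus 3 SD, cut at about 15% in these data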;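 note: 0% = PAD4 with RCA probe and DMSO and 100% = probe without PAD4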
# pPAFAH FP inh – pPAFAH enzyme inhibitors, primary screen, biochemical, fluorescence polarization, human; Platelet-activating factor acetylhydrolase (Homo sapiens), Q13093; recombinant pPAFAH, FP-rhodamine probe fluorescence polarization; inhibition, % at 3.39 µM; hit rate 1.5% among 330,000; AID 463082, 2010;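 active = inhibition above the mean inhibition across the screen plus 3 SD, cut at about 25% in these data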;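 note: inhibitors block binding of the rhodamine activity-based probe so polarization drops; 0% = enzyme with DMSO and 100% = wells lacking pPAFAH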
# Target sequence (Q13093 whole entry, looked up): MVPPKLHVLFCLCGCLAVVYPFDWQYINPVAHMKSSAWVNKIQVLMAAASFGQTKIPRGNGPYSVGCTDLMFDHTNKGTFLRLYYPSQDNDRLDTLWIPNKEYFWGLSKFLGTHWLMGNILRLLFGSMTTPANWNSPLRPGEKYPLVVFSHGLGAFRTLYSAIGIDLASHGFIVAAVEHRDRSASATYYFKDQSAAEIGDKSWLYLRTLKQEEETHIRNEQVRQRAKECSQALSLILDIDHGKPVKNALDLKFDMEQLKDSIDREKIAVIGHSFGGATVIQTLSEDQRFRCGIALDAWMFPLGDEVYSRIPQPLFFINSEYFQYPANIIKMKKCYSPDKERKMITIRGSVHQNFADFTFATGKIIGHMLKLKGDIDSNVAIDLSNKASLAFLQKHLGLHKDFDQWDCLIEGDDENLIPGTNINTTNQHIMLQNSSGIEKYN
# LYPLA2 counter – LYPLA2 inhibitors, primary screen, counter-screen for PME1 inhibitor project, biochemical, fluorescence polarization, FP-Rh probe ABPP; Acyl-protein thioesterase 2 (Homo sapiens), O95372; recombinant LYPLA2; inhibition, % at 5.9 µM; hit rate 0.38% among 320,000;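 active = inhibition above the screen-wide mean plus 3 SD, limit set per campaign, cut at about 26% in these data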;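 note: 0% = LYPLA2 with DMSO and 100% = wells lacking LYPLA2 enzyme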
# Target sequence (O95372 whole entry, looked up): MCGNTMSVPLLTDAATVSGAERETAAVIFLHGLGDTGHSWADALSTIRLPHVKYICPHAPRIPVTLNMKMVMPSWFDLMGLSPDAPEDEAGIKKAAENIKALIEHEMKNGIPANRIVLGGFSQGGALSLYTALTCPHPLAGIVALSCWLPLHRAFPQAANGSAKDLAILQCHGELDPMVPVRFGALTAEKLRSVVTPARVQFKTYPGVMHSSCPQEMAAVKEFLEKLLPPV
# PAFAH1B2 FP inh – PAFAH1B2 enzyme inhibitors, primary screen, biochemical, fluorescence polarization, human; Platelet-activating factor acetylhydrolase IB subunit alpha2 (Homo sapiens), P68402; recombinant PAFAH1B2, FP-rhodamine activity probe; inhibition, % at 3.39 µM; hit rate 1.2% among 340,000;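 active = inhibition above the mean of all tested compounds plus 3 SD, cut at about 24% in these data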;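 note: 0% = enzyme with DMSO and 100% = wells lacking PAFAH1B2; many of its hits are not listed in these tables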
# PAFAH2 inh – PAFAH2 enzyme inhibitors, primary screen, biochemical, fluorescence polarization, human; Platelet-activating factor acetylhydrolase 2, cytoplasmic (Homo sapiens), Q99487; recombinant PAFAH2, FP-rhodamine activity probe; inhibition, % at 3.39 µM; hit rate 0.99% among 340,000; AID 492956, 2010;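 active = inhibition above the mean over all tested compounds plus 3 SD, cut at about 30% in these data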;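 note: inhibitors block probe labeling of enzyme so polarization drops; 0% = enzyme with DMSO and 100% = wells lacking PAFAH2 protein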
# LYPLA1 inh – LYPLA1 inhibitors, primary screen, counter-screen for PME1 inhibitor project, biochemical, fluorescence polarization, FP-Rh probe ABPP | AID 2174, 2009 | Acyl-protein thioesterase 1 (Homo sapiens), O75608 | recombinant LYPLA1 | hit rate 0.16% among 320,000 | inhibition, % at 5.9 µM;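 active = inhibition above the mean of all tested compounds plus 3 SD, set per campaign, cut at about 14% in these data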;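 note: inhibitors block serine hydrolase probe labeling of LYPLA1 so polarization falls; 0% = enzyme with DMSO and 100% = wells lacking LYPLA1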
# GSTO1 counter – inhibitors of recombinant GSTO1, primary screen, counter-screen for RBBP9 inhibitor project, biochemical, fluorescence polarization. Glutathione S-transferase omega-1 (Homo sapiens), P78417. activity-based probe fluorescence polarization. inhibition, % at 5.96 µM. hit rate 1.1% among 300,000. AID 1974, 2009;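 active = inhibition above the campaign mean inhibition plus 3 SD, cut at about 35% in these data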;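 note: 0% = GSTO1-1 with DMSO and 100% = wells lacking GSTO1-1 enzyme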
# Target sequence (P78417 whole entry, looked up): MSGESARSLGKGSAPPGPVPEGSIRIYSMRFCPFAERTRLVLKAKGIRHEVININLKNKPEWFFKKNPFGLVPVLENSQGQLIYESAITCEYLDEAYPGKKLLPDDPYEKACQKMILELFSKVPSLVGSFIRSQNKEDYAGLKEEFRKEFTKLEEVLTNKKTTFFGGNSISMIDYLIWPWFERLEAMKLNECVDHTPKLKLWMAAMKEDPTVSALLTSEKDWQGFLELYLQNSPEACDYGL
# Active calls of the source: *; . = no result given; & = joins results of further samples.
SMILES,PAFAH1B3 FP inh,PREPL inhibitor,PAD4 inh,pPAFAH FP inh,LYPLA2 counter,PAFAH1B2 FP inh,PAFAH2 inh,LYPLA1 inh,GSTO1 counter
O=c1[nH]cc(S(=O)(=O)N2CCN(c3cccc(Cl)c3)CC2)c(=O)[nH]1,11,-2,-18,-11,-10,8,7,-8,6
S=C(Nc1ccc(Cl)cc1)NC1CC2CCCC(C1)N2C1CCCC1 (configuration not stated),10,34,-4,-1,4,4,-6,0,1
Cc1ccc(OCCC(=O)NNC(=O)c2nn(C)c(=O)c3ccccc23)cc1,13,-6,1,2,-3,-2,-6,2,.
O=C1SC(SC(=Nc2ccccc2)Nc2ccccc2)C(=O)N1c1ccccc1 (configuration not stated),11&4,2,1,3,0,7&4,5&8,0,4
COc1ccc2c(CC(=O)NC3CCCc4ccccc43)coc2c1 (configuration not stated),10,-8,0,8,-3,5,2,-4,-3
COC(=O)[C@@]12CCCCN1[C@H](c1ccc(-c3cccc(Cl)c3)cc1)[C@H]1C(=O)N(C)C(=O)[C@H]12,4,0,-3,-5,-1,2,4,-2,0
Cc1ccc(NC(=O)CS(=O)(=O)c2c[nH]c3ccccc23)c(C)c1,-7,-8,-6,7,-3,3,2,2,10
COC(=O)c1ccc(N(CC(=O)NC2CCCCC2)C(=O)CNC(=O)c2ccco2)cc1,1,16,-2,0,13,2,7,2,16
CC(=O)Oc1ccc(-c2csc(Nc3cccnc3)n2)cc1,0,11,2,8,1,5,0,4,7
Nn1c(SCCOc2ccc(Cl)cc2)nnc1-c1cccnc1,2,17,-2,3,-2,3,-2,2,7

# Entries of single compounds as entered above:
# Shown for O=C1SC(SC(=Nc2ccccc2)Nc2ccccc2)C(=O)N1c1ccccc1 (configuration not stated) = PAFAH1B3 FP inh = 11&4; PREPL inhibitor = 2; PAD4 inh = 1; pPAFAH FP inh = 3; LYPLA2 counter = 0; PAFAH1B2 FP inh = 7&4; PAFAH2 inh = 5&8; LYPLA1 inh = 0; GSTO1 counter = 4
# Shown for Nn1c(SCCOc2ccc(Cl)cc2)nnc1-c1cccnc1 = PAFAH1B3 FP inh = 2; PREPL inhibitor = 17; PAD4 inh = -2; pPAFAH FP inh = 3; LYPLA2 counter = -2; PAFAH1B2 FP inh = 3; PAFAH2 inh = -2; LYPLA1 inh = 2; GSTO1 counter = 7
# Shown for COC(=O)c1ccc(N(CC(=O)NC2CCCCC2)C(=O)CNC(=O)c2ccco2)cc1 = PAFAH1B3 FP inh = 1; PREPL inhibitor = 16; PAD4 inh = -2; pPAFAH FP inh = 0; LYPLA2 counter = 13; PAFAH1B2 FP inh = 2; PAFAH2 inh = 7; LYPLA1 inh = 2; GSTO1 counter = 16

# A second format for part of the listing above.
compound	PAFAH1B3 FP inh	PREPL inhibitor	PAD4 inh	pPAFAH FP inh	LYPLA2 counter	PAFAH1B2 FP inh	PAFAH2 inh	LYPLA1 inh	GSTO1 counter
COC(=O)[C@@]12CCCCN1[C@H](c1ccc(-c3cccc(Cl)c3)cc1)[C@H]1C(=O)N(C)C(=O)[C@H]12	4	0	-3	-5	-1	2	4	-2	0
Cc1ccc(NC(=O)CS(=O)(=O)c2c[nH]c3ccccc23)c(C)c1	-7	-8	-6	7	-3	3	2	2	10

# Additional records:
SMILES,PAFAH1B3 FP inh,PREPL inhibitor,PAD4 inh,pPAFAH FP inh,LYPLA2 counter,PAFAH1B2 FP inh,PAFAH2 inh,LYPLA1 inh,GSTO1 counter
COc1ccc(C(=O)Nc2ccc(O)c3c(=O)cc(-c4cccc(Cl)c4)oc23)cc1,-11,-6,1,4,-16,-6,0,-10,7
CCOc1ccc(S(=O)(=O)NCc2ccncc2)cc1,13,17,0,0,8,1,-3,0,14
O=C(NCCc1cccs1)C1CCC(=O)N(CCc2cccc(F)c2)C1 (configuration not stated),7,6,1,0,0,4,12,1,-42
Cc1occc1-c1nnc(SCC(=O)N(C)CCC#N)n1N,9,2,0,3,1,0,-8,-1,9
O=C([O-])c1ccccc1-[n+]1c(-c2ccccc2)cc(-c2ccccc2)cc1-c1ccccc1,5,56*,-6,4,6,-1,-2,8,6
O=C(NNC(=O)c1ccccc1[N+](=O)[O-])Nc1ccc(Cl)cc1,3,-2,-2,5,0,1,3,2,-3
O=C(Cc1ccsc1)NNC(=O)c1ccccc1Cl,-6,-9,0,4,1,-4,5,0,-3
COc1ccc(C2CC(c3cccs3)=NN2C(=O)CSc2nc(=O)n3cc(C)ccc3n2)cc1 (configuration not stated),3,24,1,2,1,1,7,1,-18
Cc1ccc(C)c(NC(=O)CN(C)C(=O)C2CCN(S(=O)(=O)c3ccc4c(c3)OCCO4)CC2)c1,4,-4,7,4,-5,0,-2,0,8
CCN1CCc2c(OCC(=O)N3CCCCC3)cccc2C1=O,4,19,-4,-1,1,3,6,-2,18
CCn1cnc2c1c(=O)n(Cc1nnc3n1-c1ccccc1SC3)c(=O)n2Cc1ccccc1,5,11,3,0,-6,1,4,2,-4
COc1cccc(NC(=S)N2CCN(C)CC2)c1,-1,5,3,-2,3,3,-1,-5,0
O=C1CCc2cc(S(=O)(=O)NCc3ccc(F)cc3)cc3c2N1CCC3,-4,16,-5,1,-3,2,4,-2,14
O=C(/C=C/c1cccc(Br)c1)Nc1nn[nH]n1,.,4,-1,-1,-11,.,.,2,1
O=S(=O)(c1cccc(F)c1)N1CCN(C(=S)NCc2ccccc2)CC1,5,-9,5,-4,-3,1,4,-2,-7
Cc1ccc(S(=O)(=O)CCC(=O)Nc2cccc(C)c2)cc1,6,3,-2,-3,-7,1,4,-1,-3
CCN(C(=O)COC(=O)c1cc(NS(=O)(=O)c2ccc(Cl)c([N+](=O)[O-])c2)ccc1O)C1CCCCC1,10,0,-1,-1,-2,46*,15,-2,39*
Cc1nnc(SCC(=O)Nc2nsc(-c3ccccc3)n2)s1,9,5,-1,1,-8,3,1,-5,1
CCOCCCNS(=O)(=O)c1cc2[nH]c3c(c2cc1C)C(=O)CC(C)(C)C3,9,-11,-2,4,-7,11,4,-3,-6
COC(=O)c1ccc(-c2noc(CN(Cc3ccccn3)CC3CCCO3)n2)cc1 (configuration not stated),14,13,1,0,4,-2,11,0,-7
CCOc1ncccc1C(=O)Nc1ccc(C(=O)Nc2ccc(OC)cc2)cc1,6,0,2,-5,-7,0,1,-2,.
CC(C)CCN1C(=O)c2ccc(C(=O)Nc3ccccn3)cc2C1=O,2,24,-5,-2,16,-2,-30,2,-7
Cc1ccc(C)c(NC(=O)CCN2CCN(CCO)CC2)c1,4,6,-2,7,4,-6,-3,-2,1
COc1ccc(CNC(=O)CSc2n[nH]c(N)n2)cc1,0,1,2,-1,2,5,1,3,-3
COc1ncccc1C(=O)N1CCCC(N2CCN(c3cccc(Cl)c3)CC2)C1 (configuration not stated),2,2,0,1,6,2,-1,-1,1
Cc1ccc2nc3c(cc(C(N)=S)c(=N)n3CCCOC(C)C)c(=O)n2c1,-3,26,-1,9,5,3,9,-5,-12
c1ccc(COc2nsnc2N2CCOCC2)cc1,-2,5,5,4,-4,8,5,-3,6
Fc1ccc2c(c1)C(c1cccnc1)=NNC(c1cccs1)=N2,4,6,1,6,-3,1,-3,1,-2
Cc1cc(N2CCN(C(=O)c3ccco3)CC2)n2ncnc2n1,0,5,-5,4,0,-4,0,-2,-10
Cc1ccc2cc(CN(Cc3ccc4c(c3)OCO4)Cc3nnnn3Cc3ccco3)c(=O)[nH]c2c1,6,-15,-7,-2,-1,2,3,1,-3
CCOC(=O)c1ccccc1Nc1cn(C(C)=O)c2ccccc12,12,21,-6,-2,4,5,12,-3,-4
COC(CNC(=O)C1CCN(C(=O)c2cc3oc(C)cc3n2Cc2c(F)cccc2Cl)CC1)OC,-4,42,-11,-2,-3,4,9,-1,8
Cc1ccc(S(=O)(=O)N2CCN(C(=O)/C=C/c3ccco3)CC2)cc1,-11,-11,-3,6,-4,5,7,2,-1
CCCn1cnc2c(N)c(C)c(C)cc21,5,11,-6,1,4,-2,-3,3,3
COc1cc(S(=O)(=O)N2CCN(c3ccccc3)CC2)ccc1F,5,-37,-5,-4,4,2,1,0,1
Cc1cc(C)c(S(=O)(=O)c2ccccc2C)c(OCCO)n1,0,9,-3,2,3,5,-6,5,3
COC(=O)CCN(C(=O)c1ccc2c(c1)OCO2)c1ccccn1,4,4,-2,3,8,-3,4,6,3
CN1c2ccccc2C(C)(C)C12CC(c1ccc(Cl)c(S(=O)(=O)N3CCCC3)c1)=NO2 (configuration not stated),.,-5,-2,0,-1,.,.,1,5
O=C(COc1ccccc1)Nc1nccs1,0,11,2,0,0,6,1,-2,9
Cc1ccc(NC(=O)CC2SC3=NCCCN3C2=O)c(C)c1 (configuration not stated),11,0,-6,1,-3,-2,0,-2,5
O=C(NC(=S)NC1CCCCCC1)c1cncc(Br)c1,8,4,-2,8,-10,8,0,1,1
Cc1cc(C)c2nc(-c3ccccn3)cc(C(=O)Nc3ccc(S(=O)(=O)Nc4onc(C)c4C)cc3)c2c1,.,3,-5,22,6,.,.,-7,15
C=CCC1(C(=O)N(C)Cc2ccccc2)CCN(C(=O)OC(C)(C)C)CC1,-8,-2,-7,2,3,9,4,0,4
CC(C)C(NC(=O)c1ccc(Cl)c([N+](=O)[O-])c1)C(=O)NCc1ccccn1 (configuration not stated),3,20,1,-3,.,0,3,.,.
CSc1nsc(SCC(=O)Nc2ccc(F)cc2F)n1,-6,-3,-2,-4,2,1,-3,0,9
CCn1ccnc1CN(C)Cc1cn(C)nc1-c1ccccc1F,-6,2,-3,1,-6,-3,8,-1,-5
Cc1ccccc1Sc1ccc(N)cn1,.,10,1,3,5,.,.,-1,9
CCOC(=O)c1cc(NC(=O)Nc2nccs2)c(C)nc1C,6,22,0,-1,8,-1,8,2,-4
Cc1ccc(-c2nc3ccccc3c(=O)n2CCCN2CCOCC2)cc1,-2,-23,-8,4,3,1,4,0,7
Cc1cccc(C(=O)Nc2ccc(C(=O)/C=C/c3cccs3)cc2)c1,-32,-23,-4,-9,-33,-19,-58,-20,-54
COc1ccc(CNC(=O)C2CCCN(C(=O)Nc3ccccc3OC)C2)cc1 (configuration not stated),0,1,-1,4,-3,3,6,-1,-2

# High-throughput results: PubChem, The Scripps Research Institute Molecular Screening Center

# Not all compounds are listed; count on the stated rates, not on these rows.
